# High-throughput results deposited in PubChem by National Center for Advancing Translational Sciences (NCATS).
# IL2 activator: activates IL-2 in a cell-based reporter assay. IL-2 activation reporter assay, cell-based qHTS; stimulated with anti-CD3/CD4/CD28 beads; in transgenic mouse T cells. activation, % (series mostly up to about 46 µM). 360,000 tested, 0.065% active. AID 652025; in the data active = activation above about 50%; inconclusive = mostly about 30% to 49%; also: 0% is about no effect
#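 Unstimulated transgenic mouse T cells; 60-min compound exposure; bead-based TCR/CD4/CD28 stimulation; 18 h culture, 37 degrees C; dual fluorescence (EGFP, DsRed) plate cytometry.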
# WRN helicase inh: inhibitors of human WRN helicase; Q14191; WRN helicase unwinding, fluorescent forked duplex, kinetic; Potency, µM (series often up to 114 µM), for the others: top-dose activity change, negative = inhibition, usual class: inhibitors; 360,000 tested, 0.46% active; also: potency is read from the fitted curve at half-maximal effect; % is scaled to controls: 0 for no effect and ±100 for the full control effect; nearly all actives have a fitted effect of over 55% in size
#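 Primary qHTS, 1536-well format. 20 nM WRN + compound, 15 min RT; start with 100 nM forked fluorophore/quencher duplex, 2 mM ATP (final); kinetic read ex 525/em 598 nm.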
# aSyn rescue: rescues yeast growth from alpha-synuclein toxicity | Yeast expressing alpha-synuclein, growth rescue, BacTiter-Glo, 24 h | Potency, µM (doses to about 46.1 µM), without a hit: top-dose growth rescue (activation), actives largely listed as activators | 370,000 tested, 0.14% active; also: potency is read from the fitted curve at half-maximal effect; % of control where 0% means no effect; nearly all actives have a fitted effect of over 65% in size
#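 Readout is rescue of growth in alpha-synuclein-expressing yeast, so inhibitors of toxicity appear as activators. Growth after 24 hr at 30 deg C in galactose medium is quantified by luminescence.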
# EPAC1 agonist: activates human EPAC1 exchange factor; O95398; EPAC1 agonist qHTS, biochemical assay; response scale: 100% = response to 6.5 mM cAMP; Potency, µM (highest dose often 154 µM), inactives show at the top dose activation, usual class: activators; 360,000 tested, 0.073% active; also: potency is read from the fitted curve at half-maximal effect; nearly all actives have a fitted effect of over 60% in size
#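 Nucleotide exchange assay: 100 nM EPAC1 with 250 nM Rap1B loaded with BODIPY-GDP and 50 uM GDP, room temperature. Fluorescence (480/540 nm) read every 5 min for 30 min; signal change normalized to 6.5 mM cAMP as full agonist.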
# EPAC1 antag: blocks human EPAC1 exchange factor | O95398 | EPAC1 GEF assay, Rap1b-BODIPY-GDP exchange fluorescence | Potency, µM (top dose mostly 115 µM), for the others: at the highest dose activity change, negative = inhibition, usual class: inhibitors | 360,000 tested, 0.14% active | AID 720709;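 also: potency is read from the fitted curve at half-maximal effect; plate controls were vehicle for no effect and positive control for full effect; nearly all actives have a fitted effect of over 50% in size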
# FUS suppressor: FUS proteinopathy suppression in yeast; S. cerevisiae FUS-expressing, growth rescue, OD600, 24 h; Potency, µM (highest dose often 76.6 µM), for the others: top-dose growth rescue (activation), hits mostly activators; 390,000 tested, 0.24% active; AID 1347120;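 also: potency is read from the fitted curve at half-maximal effect; plate controls were DMSO vehicle for no effect and reference control for full effect; nearly all actives have a fitted effect of over 55% in size; some results filed as inactive show a strong effect at the top dose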
#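 FUS-expressing yeast, raffinose-pregrown, induced in 2% galactose minimal medium at OD 0.005; compounds in a dilution series, 24hr at 30C. Growth restoration read as absorbance at 600 nm. CP55940 positive control, DMSO negative.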
# PI5P4Ka inh: inhibitors of human PI5P4K alpha. P48426. PI5P4Kalpha enzyme, ADP-Glo luminescence, 60 min; active compounds read low. max response, %. 330,000 tested, 1.2% active. AID 652105; active = max response of -50% or lower; inconclusive = between -30% and -50%; inactive = -30% or higher; also: value at the top dose of about 77 µM; % is scaled to controls: 0 for no effect and ±100 for the full control effect
# Target sequence (P48426 whole entry, looked up): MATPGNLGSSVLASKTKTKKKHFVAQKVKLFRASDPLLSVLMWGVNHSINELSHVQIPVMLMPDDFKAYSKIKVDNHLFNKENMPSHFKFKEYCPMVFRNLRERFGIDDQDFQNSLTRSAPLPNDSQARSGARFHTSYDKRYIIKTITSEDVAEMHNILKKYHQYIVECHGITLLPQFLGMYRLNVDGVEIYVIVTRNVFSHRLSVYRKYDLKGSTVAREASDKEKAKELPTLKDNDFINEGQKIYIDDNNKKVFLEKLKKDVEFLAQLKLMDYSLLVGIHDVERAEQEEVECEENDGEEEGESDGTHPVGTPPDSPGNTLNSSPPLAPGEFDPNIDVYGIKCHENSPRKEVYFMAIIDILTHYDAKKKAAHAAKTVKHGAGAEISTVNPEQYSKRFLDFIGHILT
#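 Controls without substrate or without enzyme flank wells where PI5P4Kalpha converts substrate using 5 microM ATP (final). Incubation lasts 60 minutes at room temperature; ADP formed is read by ADP-Glo luminescence.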
# PLK1 PBD block: PLK1 (human) polo-box domain binding inhibition; 360,000 tested, 2.8% active; P53350; AID 720504; Potency, µM, without a hit: max response, negative = inhibition, actives largely listed as inhibitors; Plk1 PBD binding of FITC phosphopeptide, fluorescence polarization; also: potency is read from the fitted curve at half-maximal effect; series mostly up to about 57 µM; % is scaled to controls: 0 for no effect and ±100 for the full control effect; nearly all actives have a fitted effect of over 65% in size
# Target sequence (P53350 whole entry, looked up, the tested form may be a part): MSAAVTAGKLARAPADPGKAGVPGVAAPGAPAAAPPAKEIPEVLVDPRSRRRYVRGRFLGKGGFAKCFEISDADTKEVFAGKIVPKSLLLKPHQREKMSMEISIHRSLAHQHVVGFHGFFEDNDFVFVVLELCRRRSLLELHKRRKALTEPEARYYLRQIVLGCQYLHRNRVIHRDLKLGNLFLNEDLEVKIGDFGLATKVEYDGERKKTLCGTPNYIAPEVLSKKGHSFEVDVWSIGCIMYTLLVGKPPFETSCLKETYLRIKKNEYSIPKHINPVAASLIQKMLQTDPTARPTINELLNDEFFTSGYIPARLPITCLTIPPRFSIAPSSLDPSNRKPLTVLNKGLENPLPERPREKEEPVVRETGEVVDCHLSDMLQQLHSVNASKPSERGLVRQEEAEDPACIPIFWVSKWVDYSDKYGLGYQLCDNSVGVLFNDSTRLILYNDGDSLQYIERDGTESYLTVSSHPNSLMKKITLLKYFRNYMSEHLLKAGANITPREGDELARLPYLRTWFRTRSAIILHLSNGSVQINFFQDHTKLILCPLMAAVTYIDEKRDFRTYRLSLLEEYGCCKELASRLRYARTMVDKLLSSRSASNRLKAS
# Abeta yeast res: compounds reversing amyloid beta toxicity in yeast; 410,000 tested, 0.063% active; yeast expressing A-beta42, growth rescue, OD600, 48 h; response scale: 0% DMSO, 100% iron-clioquinol control; Potency, µM (doses to about 46.1 µM), without a hit: at the highest dose growth rescue, hits mostly activators; also: potency is read from the fitted curve at half-maximal effect; nearly all actives have a fitted effect of over 55% in size
#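 Yeast growth medium received pinned compounds, then yeast cells expressing toxic A-beta were added; plates incubated at 30 C for 48 hr. Growth read as absorbance at 600 nm, normalized to DMSO and equimolar FeCl3 plus clioquinol controls.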
# * hit, by the source's call; u = inconclusive; x = no result given; [ ] = remark or other dose. Unless noted, calls follow the shape of the dose curve; as a rule, active = well fitted curve in the direction sought with a large enough effect; inconclusive = small, poorly fitted or top-dose-only effect, or another doubt; inactive = no such curve, though single readings can be large; an effect the other way counts as inactive or inconclusive.
SMILES,IL2 activator,WRN helicase inh,aSyn rescue,EPAC1 agonist,EPAC1 antag,FUS suppressor,PI5P4Ka inh,PLK1 PBD block,Abeta yeast res
COc1ccc(Cl)cc1-c1n[nH]c(=S)n1Cc1ccccc1,-3.1,4%,7%,-4%,4%,7%,-1,-10%,u
COCCNC(=O)Cn1c(=O)n(Cc2ccco2)c(=O)c2ccccc21,1.2,-1%,1%,-3%,4%,-8%,-2,-2%,6%
CCN(CC)CCCN(C)C(=O)Cn1nc(Cc2ccncc2)c2ccccc2c1=O,-0.6,2%,-9%,15%,-20%,0%,1,-10%,4%
Cc1c(C)n(C)c2ccc(C(=O)NCCCN3CCCC3)cc12,-1.0,-3%,5%,-1%,-10%,-19%,-7,-1%,-14%
COc1ccc(-c2nnc(SCC(=O)c3ccc[nH]3)o2)cc1,0.0,-2%,0%,0%,-22%,20%,x,-3%,3%
Cc1ccc(OCc2cccc(S(=O)(=O)N(C)C)c2)c([N+](=O)[O-])n1,0.8,7%,-3%,-10%,-20%,24%,1,-22%,-7%
COC(=O)C(C)Oc1ccc(Cc2ncc(C(F)(F)F)cc2Cl)cc1 (configuration not stated),-0.7,6%,-5%,2%,-11%,-13%,-2,-7%,7%
O=C1CCC/C=C\C[C@@H](CC(=O)N(CCO)Cc2ccccc2)C(=O)N[C@H](Cc2c[nH]c3ccccc23)CO1,-0.2,-2%,-6%,3%,3%,24%,1,-11%,7%
CCOc1ccc(CCNC(=O)C2CCCN(c3nn4c(=O)cc(C)nc4s3)C2)cc1 (configuration not stated),0.2,1%,-2%,-6%,-14%,22%,3,-10%,-15%
CN1CCN(C(=O)CCN2C(=O)/C(=C/c3cccc(Br)c3)SC2=S)CC1,-0.8,-2%,-7%,-2%,24%,44%,1,-12%,-11%
O=C(NC(=S)Nc1cccc(Cl)c1N1CCOCC1)c1cccs1,-1.7,-1%,-4%,-1%,-8%,-16%,0,-8%,7%
O=C(CSc1nc(=O)n(CCN2CCOCC2)c2c1CCCC2)Nc1ccc([N+](=O)[O-])cc1,-4.6,0%,-3%,1%,0%,14%,3,-3%,-12%
O=C(Sc1n[nH]c(=O)[nH]c1=O)c1ccccc1,0.2,18µM*,-1%,-3%,5%,x,-74*,5.3µM*,-12%
O=C(Nc1cccc([N+](=O)[O-])c1)C1COc2ccccc2O1 (configuration not stated),-1.3,1%,-8%,3%,-17%,-24%,5,-7%,13%
Cc1ccc(C(=O)Nc2ccc(O)c(C(=O)O)c2)o1,1.0,-3%[11.6 µM],-6%,0%,2%,26%,-22,-11%,-1%
C[C@H]1CN([C@@H](C)CO)S(=O)(=O)c2ccc(Br)cc2O[C@H]1CN(C)C(=O)c1cccc(F)c1,-0.3,0%,4%,-3%,6%,18%,-6,-1%,10%
CN(C)c1nc(NS(=O)(=O)c2ccc(Cl)cc2)nc(N(C)C)n1,0.2,-14%,0%,5%,-5%,21%,x,-7%,16%
CCS(=O)(=O)c1ccc(NC(=O)c2ccccc2Cl)c(O)c1,-0.3,-24%,4%,8%,0%,0%,-7,-8%,-7%
Nc1ccc(Nc2ccncc2)cc1,-1.2,-5%,-1%,-6%,13%,-12%,-8,2%,-2%
CC(=O)C[C@@H](O)CC(=O)[C@H]1OC(=O)CCCCCc2ccccc21,-0.6,0%,7%,5%,-26%,-8%,-1,-5%,5%
COc1ccc2[nH]c3c(=O)n(/N=C/c4ccc(OC)c(CN5CCCC5)c4)c(C)nc3c2c1,-1.0,4%,1%,-11%,21%,-4%,4,0%,-20%
CC1CCCCC12NC(=O)N(CC(=O)NCc1ccc3c(c1)OCO3)C2=O (configuration not stated),-5.6,7%,5%,-2%,0%,-1%,-4,-1%,3%
Cc1cc(Br)c2c(c1)C(O)(N1CCCCC1C)C(=O)N2 (configuration not stated),0.3,-6%,4%,0%,0%,12%,2,-3%,12%
Cc1ccc(Nc2nc(N)nc(CN3CCCCCC3)n2)c(C)c1,-3.3,-34%[57.1 µM],1%,-12%,1%,6%,-15,u,9%
Cc1ccc(CC(C(=O)O)C(C)C(=O)Nc2ccc(F)cc2)cc1 (configuration not stated),-4.1,-2%,-4%,8%,1%,-24%,0,-14%,-5%
CCN(CC)C(=O)C1=C(C)N(CCC2=CCCCC2)C(=O)C(CC(=O)NCC2CCCCC2)C1 (configuration not stated),-0.9,-10%,-10%,11%,-17%,10%,-4,-5%,6%
Cc1ccc(C(=O)O)cc1NC(=S)NC(=O)c1ccc(COc2ccccc2)cc1,-3.6,11%,16%,2%,19%,2%,-2,u,3%
Cc1ccc(C(=O)NC(C)(COc2nonc2C)COc2nonc2C)cc1,0.3,-8%,0%,12%,-3%,14%,x,0%,-12%
CC1CN(c2nc3c(c(=O)n(Cc4ccc(Cl)c(Cl)c4)c(=O)n3C)n2C)CC(C)O1 (configuration not stated),-1.7,-3%,10%,18%,-4%,u,x,-10%,-8%
CCOc1ccc(CCNC(=O)c2sc3nc4n(c(=O)c3c2C)CCC4)cc1,-1.2,10%,1%,0%,11%,8%,2,-7%,16%
CN(CC(=O)Nc1ccc(Cl)c(C(F)(F)F)c1)C(=O)/C=C/c1cccs1,1.3,-5%,2%,2%,-30%,4%,20,-8%,1%
CCOc1ccccc1OCCOc1cccc(C(F)(F)F)c1,0.5,-7%,2%,-23%,-21%,-12%,25,0%,12%
Cc1cc(CN2CCCC(C(=O)Nc3ccc(-c4nc5ccccc5[nH]4)cc3)C2)n[nH]1 (configuration not stated),-1.7,-3%,-3%,-18%,2%,23%,-4,0%,-7%
CCN(C(=O)Cn1c(=O)oc2ccccc21)C1CCS(=O)(=O)C1 (configuration not stated),-0.4,-6%,3%,6%,3%,-2%,2,0%,25%
O=C(O)C1C2C=CC(O2)C1C(=O)Nc1ccccc1C(F)(F)F (configuration not stated),-0.5,-2%,-29%,11%,8%,-23%,-5,-21%,-24%
COc1ccc(N2C(=O)CC(NCc3ccncc3)C2=O)cc1 (configuration not stated),1.3,0%,2%,4%,3%,31%,-5,-10%,6%
O=C(CNC(=O)c1ccc(S(=O)(=O)N2CCCC2)cc1)N/N=C/c1ccccc1Cl,0.9,-25%[57.1 µM],-5%,9%,1%,6%,1,1%,9%
Cc1c(C(=O)OCC(=O)N2CCCC2)cccc1[N+](=O)[O-],-0.3,-5%,9%,2%,-5%,8%,-1,1%,-13%
CCCCNC(=O)COC(=O)c1cc(Br)ccc1Cl,-0.3,4%,9%,-7%,11%,x,-6,-8%,-10%
O=C(O)c1ccc(/C=N/N2CCN(Cc3ccccc3)CC2)cc1,-1.5,9%,-3%,-3%,-23%,x,-3,-4%,-6%
OC(CCN1CCCC1)(c1ccccc1)C1CCCCC1 (configuration not stated),-0.3,-6%,-5%,-20%,-2%,-23%,9,5%,0%
COCCN(C(=O)COC(=O)CCOc1ccccc1C)c1c(N)n(Cc2ccccc2)c(=O)[nH]c1=O,-1.9,-3%,1%,0%,-12%,10%,3,-4%,13%
Cc1sc2ncnc(N3CCC(C(=O)Nc4ccc(Cl)c(Cl)c4)CC3)c2c1C,0.0,-3%,-14%,2%,6%,18%,-1,2%,-4%
CC(C)(C)CN1CCN(Cc2c[nH]c3ccccc23)CC1CCO (configuration not stated),-0.3,8%,21%,-18%,15%,-8%,2,-2%,29%
O=C(Cc1cccc2ccccc12)N/N=C/c1ccc2cccc(O)c2n1,-3.5,-10%,-3%,-2%,0%,33%,6,-6%,2%

# Filtered by structure: the entries above with fluorine.
SMILES,IL2 activator,WRN helicase inh,aSyn rescue,EPAC1 agonist,EPAC1 antag,FUS suppressor,PI5P4Ka inh,PLK1 PBD block,Abeta yeast res
COC(=O)C(C)Oc1ccc(Cc2ncc(C(F)(F)F)cc2Cl)cc1 (configuration not stated),-0.7,6%,-5%,2%,-11%,-13%,-2,-7%,7%
C[C@H]1CN([C@@H](C)CO)S(=O)(=O)c2ccc(Br)cc2O[C@H]1CN(C)C(=O)c1cccc(F)c1,-0.3,0%,4%,-3%,6%,18%,-6,-1%,10%
Cc1ccc(CC(C(=O)O)C(C)C(=O)Nc2ccc(F)cc2)cc1 (configuration not stated),-4.1,-2%,-4%,8%,1%,-24%,0,-14%,-5%
CN(CC(=O)Nc1ccc(Cl)c(C(F)(F)F)c1)C(=O)/C=C/c1cccs1,1.3,-5%,2%,2%,-30%,4%,20,-8%,1%
CCOc1ccccc1OCCOc1cccc(C(F)(F)F)c1,0.5,-7%,2%,-23%,-21%,-12%,25,0%,12%
O=C(O)C1C2C=CC(O2)C1C(=O)Nc1ccccc1C(F)(F)F (configuration not stated),-0.5,-2%,-29%,11%,8%,-23%,-5,-21%,-24%

# Not a hit list; overall some 4.1% were active at least once.
